GALR2 antag = blocks the human galanin receptor 2. O43603. GALR2-expressing cells, antagonist mode. inhibition, % at 4 µM. 0.39% of 140,000 active. AID 828; in the data active means inhibition above about 27%;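 further: cells stimulated with galanin 1-16 at roughly its EC80; 0% = agonist challenge control and 100% = basal control without agonist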
Target sequence (O43603 whole entry, looked up): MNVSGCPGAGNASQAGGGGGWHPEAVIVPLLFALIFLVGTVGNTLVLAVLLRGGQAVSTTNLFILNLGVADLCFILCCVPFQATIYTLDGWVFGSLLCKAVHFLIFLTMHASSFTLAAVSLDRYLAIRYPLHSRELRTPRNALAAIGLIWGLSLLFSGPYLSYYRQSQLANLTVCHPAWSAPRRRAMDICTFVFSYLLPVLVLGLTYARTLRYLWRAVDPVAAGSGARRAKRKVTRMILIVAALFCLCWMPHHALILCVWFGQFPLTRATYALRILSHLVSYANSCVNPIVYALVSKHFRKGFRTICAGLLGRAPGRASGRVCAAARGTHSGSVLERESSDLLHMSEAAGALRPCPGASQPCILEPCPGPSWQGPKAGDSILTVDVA
NPY Y2 blocker = NPY-Y2 (human) receptor antagonism; P49146; NPY-Y2 expressing cells, antagonist mode; inhibition, % at 2.7 µM; 0.99% of 140,000 active; in the data active means inhibition above about 17%;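 further: 0% = vehicle with agonist challenge and 100% = reference antagonist with challenge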
Target sequence (P49146 whole entry, looked up): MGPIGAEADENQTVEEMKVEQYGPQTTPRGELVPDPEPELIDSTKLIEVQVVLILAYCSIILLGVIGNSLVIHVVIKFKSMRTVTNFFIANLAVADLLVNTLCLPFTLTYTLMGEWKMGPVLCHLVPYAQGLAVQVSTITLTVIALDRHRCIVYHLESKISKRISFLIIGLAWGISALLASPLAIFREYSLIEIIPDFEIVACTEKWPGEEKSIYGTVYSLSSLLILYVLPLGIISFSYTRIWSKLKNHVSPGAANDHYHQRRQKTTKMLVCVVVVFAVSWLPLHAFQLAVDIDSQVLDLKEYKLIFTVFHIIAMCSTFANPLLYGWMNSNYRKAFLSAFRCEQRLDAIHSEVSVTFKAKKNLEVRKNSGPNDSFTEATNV
HCT116 PTEN-null = suppresses growth of cells with PTEN deletion; 1.2% of 140,000 active; HCT116 PTEN-null viability, CellTiter-Glo, 60 h; active compounds read low; viability, % at 10 µM;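 active means viability at or below a set limit, 4 SD under the median of all tested compounds, cut at about 3.7% in these data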;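 further: PTEN knockout HCT116 line with beta catenin targeted HCT116 as companion control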
bCat KO growth = beta-catenin-lacking colon tumor cell growth suppression; 1.5% of 140,000 active; HCT116 beta-catenin knockout viability, CellTiter-Glo, 60 h; active compounds read low; viability, % at 10 µM; AID 818;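 active means viability at or under a set limit, the compound median less 4 SD, cut at about 6% in these data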;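 further: 0% = Hyamine 1622 control at 20 µM and 100% = untreated cell control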
E-sel TNF inh = blocks E-selectin expression induced by TNF alpha. HUVEC TNFa-induced E-selectin immunofluorescence, high content. inhibition, % at 2 µM. 0.71% of 120,000 active. AID 1246;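 active means inhibition above the batch mean plus 3 SD, and confirmed as a hit on visual image review, cut at about 43% in these data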;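 further: 0% = TNF-stimulated DMSO wells and 100% = unstimulated control wells; not every result past the cut was called active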
Yeast growth inh = reduces growth of yeast BB579 in restrictive medium | S. cerevisiae BB579 growth, OD615, 48 h | inhibition, % at 10 µM | 0.51% of 140,000 active | AID 804;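 active means inhibition above a set limit, 3 SD over the mean compound inhibition, cut at about 44% in these data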; further: inactives centre near -24
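System: Saccharomyces cerevisiae DeaD strain BB579, replicative lifespan model yeast | Buffer or medium: Restrictive glucose-based CSMM-D medium | Times: 4 h preincubation and 48 h exposure at 30 °C | Detection: OD615 turbidity measurement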
Measles CPE = protection of cells from measles virus. Measles virus-infected cells, CPE protection, absorbance. protection (pct of control), % at 4 µM. 1.5% of 140,000 active; in the data active means protection mostly above about 24%, no sharp cut-off; inactive means mostly below about 26%; further: some compounds called inactive have numbers as strong as hits
Yeast life ext = yeast lifespan extension | S. cerevisiae growth with nicotinamide, OD615; deaD strain in restrictive glucose medium | inhibition of the nicotinamide effect, % at 10 µM | 0.68% of 130,000 active;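 active means inhibition above a set limit, placed 3 SD over the median of all compounds, cut at about 26% in these data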;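 further: 0% = nicotinamide-treated wells and 100% = cells grown without nicotinamide; some compounds called inactive have numbers as strong as hits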
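assay system = DeaD-strain S. cerevisiae | measured by = absorbance at 615 nm | probe or stimulus = nicotinamide 1.5 mM | buffer or medium = CSMM-D glucose medium, restrictive | times = 48 h at 30 °C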
Phagocyt inh = macrophage phagocytosis inhibition. J774A.1 macrophage IgG-bead phagocytosis, imaging. AID 1029. inhibition, % at 5 µM. 0.07% of 110,000 active;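 active means inhibition above the mean of the plate negative controls plus 5 SD, cut at about 13% in these data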;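 further: phagocytic index as fraction of beads internalized from green versus red external bead signal; plate controls were DMSO negative control for no effect and cytochalasin-D positive control for full effect; some results beyond the cut were filed as inactive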
MRP-1 activ = MRP-1 activation; H69AR cells + doxorubicin, viability rescue, CellTiter-Glo; viability increase, % at 10 µM; 0.61% of 140,000 active;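 active means viability gain under doxorubicin at or above a set limit, the compound median plus 3 SD, cut at about 4.7% in these data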;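 further: MRP-1 overexpressing cells given doxorubicin 25 µM after compound pretreatment; 18-22 h compound pretreatment then 72 h with doxorubicin before readout; 0% = doxorubicin-only wells and 100% = vehicle-treated cells without doxorubicin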
* = called active by the depositor; · = not tested or not shown.

SMILES	GALR2 antag	NPY Y2 blocker	HCT116 PTEN-null	bCat KO growth	E-sel TNF inh	Yeast growth inh	Measles CPE	Yeast life ext	Phagocyt inh	MRP-1 activ
Cc1ccc(Cl)cc1NC(=O)Cn1cccc1	-0.3	4.2	92.2	93.8	-16.3	-31.4	70.3*	-12.0	-2.3	-4.2
CC(C)(C)C(=O)Nc1cc(C(F)(F)F)ccc1N1CCOCC1	-4.6	0.9	90.2	94.9	-1.5	11.5	2.2	·	·	-1.6
CC(C)(CO)Nc1ccc([N+](=O)[O-])cc1[N+](=O)[O-]	4.4	2.5	92.7	91.0	-30.8	-13.0	5.3	-10.8	·	-3.0
CCOC(=O)N1CCC(NC(=O)CCC(=O)N2CC(C)Oc3ccc(C)cc32)CC1 (stereo unspecified)	-2.3	1.2	96.3	85.6	12.1	-33.1	19.5	3.3	·	-1.4
CCCOc1ccc(Cc2nn3c(=O)/c(=C/c4ccco4)sc3nc2=O)cc1	-10.9	0.5	70.5	67.5	·	-40.5	3.0	-3.0	2.8	0.5
CCS(=O)(=O)n1nc(-c2ccc(Cl)cc2)nc1SCc1ccccc1	-11.8	4.2	94.4	94.8	15.9	74.7*	0.8	·	·	0.9
O=C(NCc1ccco1)Nc1ccc(Br)cc1	6.4	0.1	93.0	97.4	14.9	5.5	12.9	-8.2	-0.8	1.7
COc1ccc(NC(=O)c2cccc(F)c2)cc1Cl	6.9	2.5	83.0	88.4	-9.3	-89.2	12.4	-11.8	0.5	-0.6
Cc1cccc2cc3c(nc12)SC(=NCC1CCCO1)N(Cc1ccco1)C3 (stereo unspecified)	1.4	-0.3	67.3	87.8	31.6	-29.3	5.4	-8.5	-1.2	-6.0
Cc1cc(NCc2ccc(F)cc2Cl)n2nnnc2n1	8.8	1.2	79.4	91.2	·	-24.3	7.2	-10.6	-2.6	-3.1
Cn1c(=O)c2ncn(CC(=O)N/N=C/c3ccco3)c2n(C)c1=O	-5.0	2.0	101.9	96.4	·	-21.1	23.4	1.2	-3.2	0.1
CCCn1c(=O)c2ccccc2n2c(SCCOc3ccccc3)nnc12	-4.4	7.0	87.4	98.8	-31.9	-60.5	6.3	13.7	0.3	0.6
O=C(NCc1ccc2c(c1)OCO2)c1cccc(Cl)c1	-2.2	4.2	97.0	93.7	·	-4.3	13.5	-0.6	·	-5.2
c1ccc2c(c1)c1ccccc1n1c(-c3ccc4c(c3)OCO4)nnc21	8.7	0.4	85.0	93.4	-16.1	-28.9	9.1	-24.0	0.7	-2.3
COc1ccc(S(=O)(=O)n2nc(C)cc2C)c(C)c1C	-1.8	2.2	97.6	74.3	6.4	-22.1	7.8	-6.1	-0.9	-0.5
COc1ccc(OC)c(NC(=O)C2CCCN2C(=O)OCc2ccccc2)c1 (stereo unspecified)	9.2	-1.1	111.3	92.6	17.0	-38.3	12.6	-11.2	3.0	0.3
O=C1CSc2ccc(C(=O)NCCC3=CCCCC3)cc2N1	-4.8	2.1	99.1	90.0	-10.6	-13.5	4.3	-16.1	·	1.9
O/N=C1/C2C3CC4C5C3C1C5C1(OCCO1)C42 (stereo unspecified)	9.3	2.6	96.6	99.4	-7.3	17.1	50.8*	-5.7	0.1	1.5
O=c1[nH]cnc2scc(-c3ccc(-c4ccccc4)cc3)c12	0.5	-1.4	84.3	95.2	13.0	-33.0	13.1	-1.9	0.1	-0.8
CCn1c(SCc2ccc([N+](=O)[O-])cc2)nnc1C(C)NC(=O)c1ccc(C)cc1 (stereo unspecified)	-3.1	1.9	89.2	82.0	-64.2	-48.4	23.6	-0.5	-9.9	-0.9
COc1ccc(-c2nc(-c3ccc(Br)o3)no2)cc1	0.9	1.2	82.9	74.4	5.4	-3.7	0.4	-12.5	·	-2.5
CC(=O)c1cccc(NC(=O)NC(C)C2CCCO2)c1 (stereo unspecified)	10.7	-0.2	99.3	98.2	-8.8	-48.6	2.6	-0.8	1.2	-1.4
O=C(O)C1CC(c2ccc(F)cc2)=NO1 (stereo unspecified)	-2.3	0.1	92.4	107.1	-31.1	-31.0	5.8	-7.0	-1.1	-0.7
CCOc1ccc(N2C(=O)CN(C)C2=S)cc1	-1.5	-1.3	99.5	99.8	-0.2	-26.3	7.1	0.6	-3.0	-2.6
Cc1ccc(NC(=S)N2CCN(CCN3C(=O)c4cccc5cccc(c45)C3=O)CC2)cc1	-7.9	-0.1	49.1	47.4	-0.3	0.2	4.5	-18.5	-0.3	-2.2
(more compounds)
SMILES	GALR2 antag	NPY Y2 blocker	HCT116 PTEN-null	bCat KO growth	E-sel TNF inh	Yeast growth inh	Measles CPE	Yeast life ext	Phagocyt inh	MRP-1 activ
O=C(NC1CCCC1)C1CCCN1C(=O)Nc1ccccc1Cl (stereo unspecified)	11.7	0.4	98.8	94.1	-16.1	-6.8	14.4	-6.1	-2.7	-0.3
CC(C)c1nnc(NC(=O)CCS(=O)(=O)c2nc(-c3cccs3)cc(C(F)(F)F)n2)s1	3.7	1.6	53.3	50.4	4.6	-19.8	12.9	-4.7	-0.2	-6.6
CC(=O)N1CCCc2cc(S(=O)(=O)Nc3ccc4c(c3)OCO4)ccc21	·	·	70.4	73.7	·	-34.8	13.9	-20.4	-0.2	-4.4
N#Cc1c(N)nc(SCc2ccccc2)c(C#N)c1-c1ccco1	3.1	3.8	68.7	93.6	·	-41.8	14.9	-19.2	0.9	-5.8
O=C(COc1ccccc1)Nn1cnc2ccccc21	-15.8	0.3	98.2	89.4	·	-3.5	7.4	-6.0	0.7	-2.2
Cc1sc2ncnc(Sc3ccccc3C(=O)Nc3ccc(Br)cc3)c2c1C	-3.8	5.4	63.2	72.2	13.8	-34.7	9.9	-2.5	-9.1	-3.9
NC(=O)c1ccccc1NC(=O)Nc1cccc(Cl)c1	6.6	-3.9	95.4	92.7	-11.1	-31.4	14.2	-3.1	-1.4	1.0
COCCCNC(=O)CCc1nc(-c2ccccc2)no1	-11.3	1.7	80.2	64.7	47.3	-54.6	8.8	-0.5	-1.5	-4.2
Cc1ccc(S(=O)(=O)Oc2cccc(/C=N/n3cnnc3)c2)cc1	-3.6	0.9	17.7	14.9	19.6	-22.3	10.2	0.9	-1.0	-2.7
Cn1c(=O)c2c(nc(CN3CCN(Cc4ccccc4)CC3)n2CCN2CCOCC2)n(C)c1=O	2.5	1.2	100.7	89.0	·	-10.1	31.6	-2.7	-1.7	-0.4
Cc1cc(C)c(NC(=O)C(C)Sc2nnc(-c3ccco3)n2-c2ccccc2)c(C)c1 (stereo unspecified)	6.0	5.1	89.6	91.3	-70.4	-30.4	25.1	-7.4	·	-1.2
CCC1Oc2ccccc2N(CC(=O)NCCCN2CCCCC2C)C1=O (stereo unspecified)	0.7	2.4	88.3	94.8	·	-78.8	3.2	-3.8	·	-1.6
O=C(O)CCC(=O)Nc1ccc(C(=O)N2CCCCC2)cc1	8.4	-2.8	91.0	98.6	-8.8	-10.0	10.8	-7.7	-5.2	-0.8
O=C(O)CCCC(=O)Nc1nc(-c2ccccc2)cs1	3.3	2.9	91.1	91.8	·	21.4	6.7	-1.4	-1.4	-2.7
CCCCCCCCCC(=O)N/N=C/c1ccc(C)s1	7.1	7.0	101.7	97.6	-17.6	-38.7	13.0	-5.5	0.7	-1.2
CCOC(=O)C1=C(C)NC2=C(C(=O)CC(C)(C)C2)C1c1cccc(C)n1 (stereo unspecified)	-7.0	-0.2	102.2	93.2	·	-10.9	2.3	-22.7	0.8	-4.2
CC(C)C(NC(=O)c1ccc(F)cc1)C(=O)OCC(=O)N1CC(=O)Nc2ccccc21 (stereo unspecified)	10.0	0.0	92.0	93.4	-8.0	-15.8	1.8	-3.7	-1.8	-1.8
Cc1cc(NC(=O)CSc2cn(CCNC(=O)c3ccc(F)cc3)c3ccccc23)no1	-6.2	-0.6	86.5	90.8	·	-36.4	17.5	-18.1	-1.0	-2.1
O=C(Nc1ccccc1C(=O)NCCc1ccccc1)c1ccco1	1.3	0.8	79.9	86.5	11.6	-36.6	6.5	-21.3	-4.8	-3.3
CNC(=O)COc1ncnc2sc(C)c(C)c12	8.4	3.7	94.1	94.8	-11.6	-20.0	20.1	-3.3	0.2	-0.2
OC(C#Cc1ccccn1)c1cccs1 (stereo unspecified)	20.6	2.5	59.8	59.8	20.4	-8.2	29.2	-1.4	1.2	-4.1
Fc1ccc(C2CC(c3ccco3)=NN2c2ccccc2)cc1 (stereo unspecified)	-6.1	1.2	69.2	77.7	-0.5	-19.8	1.5	-16.3	-1.7	1.8
CC1CCCN(C(=O)c2cc3c(-c4ccc(Cl)cc4)nn(C)c3s2)C1 (stereo unspecified)	14.2	9.0	99.3	85.4	·	-22.8	7.3	-3.5	·	-3.8
O=C(OCC(=O)N1CCN(C(=O)c2ccco2)CC1)c1sc2ccccc2c1Cl	6.8	5.1	107.7	100.4	·	-46.6	4.7	-6.6	·	-0.8
COCc1cc(C)nc(N/N=C/c2ccc(Cl)c(Cl)c2)c1C#N	12.0	2.3	109.3	101.3	7.5	-15.7	14.1	-6.3	-2.0	-3.1

Quoted at random: 4 compounds from above, in no set order.
SMILES	GALR2 antag	NPY Y2 blocker	HCT116 PTEN-null	bCat KO growth	E-sel TNF inh	Yeast growth inh	Measles CPE	Yeast life ext	Phagocyt inh	MRP-1 activ
CNC(=O)COc1ncnc2sc(C)c(C)c12	8.4	3.7	94.1	94.8	-11.6	-20.0	20.1	-3.3	0.2	-0.2
CC(C)C(NC(=O)c1ccc(F)cc1)C(=O)OCC(=O)N1CC(=O)Nc2ccccc21 (stereo unspecified)	10.0	0.0	92.0	93.4	-8.0	-15.8	1.8	-3.7	-1.8	-1.8
COCCCNC(=O)CCc1nc(-c2ccccc2)no1	-11.3	1.7	80.2	64.7	47.3	-54.6	8.8	-0.5	-1.5	-4.2
CCC1Oc2ccccc2N(CC(=O)NCCCN2CCCCC2C)C1=O (stereo unspecified)	0.7	2.4	88.3	94.8	·	-78.8	3.2	-3.8	·	-1.6

Later entries.
SMILES	GALR2 antag	NPY Y2 blocker	HCT116 PTEN-null	bCat KO growth	E-sel TNF inh	Yeast growth inh	Measles CPE	Yeast life ext	Phagocyt inh	MRP-1 activ
COc1ccc(NC(=O)C(CCS(C)(=O)=O)NC(C)=O)cc1 (stereo unspecified)	-10.2	-0.7	92.2	100.3	·	-11.2	17.5	-11.3	·	-1.8
Cc1ccccc1Oc1ccc(-c2nc(N)nc(N)n2)cc1	-6.7	-0.2	78.0	88.0	-9.4	1.8	14.7	-31.4	·	-4.6
O=c1nc(-c2ccccc2)cn[nH]1	11.7	0.6	96.9	99.0	·	-28.1	5.5	-24.3	-2.0	-0.8
Oc1ccc2oc3c(c2c1)CCCC3	8.3	-2.9	100.6	108.2	10.1	-47.3	6.3	-29.5	·	-2.1
O=C(c1ccc(Cl)cc1)C1C2C(=O)N(c3ccccc3)C(=O)C2C2CCCN21 (stereo unspecified)	6.7	3.3	82.9	105.2	-27.9	-6.7	17.3	-14.5	-0.8	-3.4
O=C1c2ccccc2C(=O)N1CCCCN(C(=O)c1cc([N+](=O)[O-])ccc1Cl)c1ccc(Cl)cc1	-11.1	-1.1	67.2	75.7	·	-9.8	23.6	11.0	-4.8	-2.4
CC(=O)OC(C(=O)N1CCN(c2ccccc2F)CC1)c1ccccc1 (stereo unspecified)	7.6	3.0	87.4	98.2	-1.2	-19.7	3.6	-3.4	-1.6	-2.6

From PubChem
